Growth percent in the NCI-60 one-dose screen (48 h, 10 µM unless noted): 100 = growth as untreated, 0 = no growth, -100 = all killed.
RXF 393 = RXF 393 renal cancer cells. 77,000 compounds, 6.9% hits. AID 1794773
786-0 = 786-0 renal cancer cells | 81,000 compounds, 5.1% hits
TK-10 = TK-10 renal cancer cells | 81,000 compounds, 3.9% hits
SN12C = SN12C renal cancer cells | 81,000 compounds, 3.8% hits
CAKI-1 = CAKI-1 renal cancer | 75,000 compounds, 4.7% hits | AID 1794772
UO-31 = UO-31 renal cancer | 81,000 compounds, 5.2% hits
A498 = A498 renal cancer cells; 76,000 compounds, 5.4% hits; AID 1794774
ACHN = ACHN renal cancer; AID 1794771; 81,000 compounds, 4.9% hits
* = called active by the depositor; . = no result given. The calls were made as follows: active = growth percent below 10; inactive = the rest.

Values in the order – ACHN	SN12C	786-0	TK-10	UO-31	CAKI-1	A498	RXF 393
1: C=C1CC2(OC1=O)C(=O)N(C)c1ccc(I)cc12 (configuration not stated)
  -84*	-12*	-71*	-81*	-66*	-91*	-14*	-73*
2: CCCSc1nc(N)nc2n[nH]nc12
  103	96	93	94	91	96	87	106
3: COc1ccc(-c2csc(NC(=O)CSc3nc(C)cc(=O)[nH]3)n2)cc1
  105	98	102	107	99	109	103	128
4: COc1ccc(Cn2cc(C(=O)N=Nc3c(O)[nH]c4cc(Cl)c(F)cc34)nn2)cc1
  111	103	103	101	92	97	91	104
5: CCC(=O)Nc1ccc(C)c(Cl)c1
  112	98	101	99	94	.	106	.
6: C=CCn1c(SCC(=O)Nc2ccc(/C(C)=N\O)cc2)nnc1-c1cc(-c2ccccc2)nc2ccccc12
  38	69	45	75	41	.	65	69
7: CC(C)C(C)(O)c1ccccc1 (configuration not stated)
  105	98	105	91	91	106	103	107
8: O=C1OC(c2ccccc2)=N/C1=C\c1coc2ccccc2c1=O
  100	108	93	82	110	918	96	112
9: CC(NC(=O)/C=C/c1ccco1)C(=O)NC(Cc1ccccc1)C(N)=O (configuration not stated)
  113	109	102	100	94	103	125	122
10: O=C(Nc1cccc(-n2ccc3c(NC(=O)c4ccccc4)nccc32)c1)Nc1cc(C(F)(F)F)cc(C(F)(F)F)c1
  8.7*	13	13	.	12	15	16	-19*
11: CCCCCCCOC(=O)c1ccc(C(C)C)cc1
  105	105	103	.	96	101	82	110
12: Cn1cnc2ccccc2c1=O
  104	89	97	95	89	84	124	111
13: Cn1cc2c(c1)-c1oncc1CC2
  117	114	94	109	96	102	101	107
14: Cc1ccc(/C=C/c2nn3c(-c4ccco4)nnc3s2)cc1
  100	107	88	88	86	87	89	95
15: Nc1nc(=O)c2nccnc2c(=O)[nH]1
  101	99	110	108	88	94	108	116

Some entries already given, limited to A498.
nr | mol | A498
3 | COc1ccc(-c2csc(NC(=O)CSc3nc(C)cc(=O)[nH]3)n2)cc1 | 103
4 | COc1ccc(Cn2cc(C(=O)N=Nc3c(O)[nH]c4cc(Cl)c(F)cc34)nn2)cc1 | 91
5 | CCC(=O)Nc1ccc(C)c(Cl)c1 | 106

Next section.
Values in the order – ACHN	SN12C	786-0	TK-10	UO-31	CAKI-1	A498	RXF 393
16: Cc1cc(C)n(C(=O)CC#N)n1
  107	103	102	100	77	111	97	119
17: CC(C)C(=O)N1CCCc2ccccc21
  110	99	109	82	84	.	82	100
18: CC(=O)NC1=CN2CC=CCC2CC1=O (configuration not stated)
  106	107	100	87	92	95	97	111
19: CCCCCC(=O)NNc1ccccc1
  55	82	85	91	66	69	88	112
20: Cc1ccc(N2C(=O)C3C(C2=O)C2(c4ccccc4)C(=O)C3(c3ccccc3)C(c3ccccc3)=C2c2ccccc2)cc1 (configuration not stated)
  61	74	65	73	56	43	106	82
21: O=C(Nc1ccccc1Cl)c1ccccc1CC(O)(c1ccccc1)c1ccccc1
  93	77	82	98	72	42	101	92
22: COc1cc(C(=O)Nc2ccc(Cn3nnc4c(F)cccc43)cc2)cc(OC)c1OC
  96	87	94	94	75	77	.	102
23: Cn1ccc(CNc2nc3ccc(OC/C(=C\F)CN)cc3o2)cc1=O
  96	100	93	107	96	93	92	109
24: CC(C)C[C@H](NC(=O)/C=C/Cn1ccc2ccccc2c1=O)B(O)O
  32	55	55	2.1*	49	45	-3.5*	8.5*
25: CCCCC1COc2cccc3c(SCC(=O)N(C)Cc4ccccc4)cc[n+]1c23 (configuration not stated)
  103	100	104	99	89	93	104	.
26: CC1[C@H]2[C@H](C[C@H]3[C@@H]4CC=C5c6sc(Nc7ccc(Cl)cn7)nc6CC[C@]5(C)[C@H]4CC[C@@]32C)O[C@]12CC[C@@H](C)CO2 (some centres not stated)
  98	103	102	165	77	89	86	125
27: COc1ccc(C(=O)c2c(N)c(C#N)cn2-c2ccccc2OC)cc1
  47	45	44	83	48	.	7.4*	.
28: OCC(O)C1OC(c2ccccc2)OC(CO)C1O (configuration not stated)
  111	106	106	116	91	107	99	105
29: Cc1ccc2nc(C)c(-c3nnc(SCc4ccccc4)o3)n2c1
  80	83	82	132	58	81	88	87
30: CC1=CC(=O)c2cccc(NC3=NCCO3)c21
  99	95	92	98	86	94	110	117

Among those listed so far, 4 contain an NH in an aromatic ring:
Values in the order – ACHN	SN12C	786-0	TK-10	UO-31	CAKI-1	A498	RXF 393
2: CCCSc1nc(N)nc2n[nH]nc12
  103	96	93	94	91	96	87	106
3: COc1ccc(-c2csc(NC(=O)CSc3nc(C)cc(=O)[nH]3)n2)cc1
  105	98	102	107	99	109	103	128
4: COc1ccc(Cn2cc(C(=O)N=Nc3c(O)[nH]c4cc(Cl)c(F)cc34)nn2)cc1
  111	103	103	101	92	97	91	104
15: Nc1nc(=O)c2nccnc2c(=O)[nH]1
  101	99	110	108	88	94	108	116

The listing picks up; the three compounds before the break are reprinted first.
Values in the order – ACHN	SN12C	786-0	TK-10	UO-31	CAKI-1	A498	RXF 393
28: OCC(O)C1OC(c2ccccc2)OC(CO)C1O (configuration not stated)
  111	106	106	116	91	107	99	105
29: Cc1ccc2nc(C)c(-c3nnc(SCc4ccccc4)o3)n2c1
  80	83	82	132	58	81	88	87
30: CC1=CC(=O)c2cccc(NC3=NCCO3)c21
  99	95	92	98	86	94	110	117
31: CN(C)CCn1c2ccccc2c2nc3ccc([N+](=O)[O-])cc3nc21
  -41*	-9.4*	1.8*	-1.2*	-48*	-24*	-42*	10
32: COc1ccc(/C=C2\CN(C(=O)CCN3CCC(=NO)CC3)C/C(=C\c3ccc(OC)cc3)C2=O)cc1
  -42*	-52*	-10*	21	-88*	11	36	-81*
33: C=CCn1c(SCC(=O)Nc2cccc(C(=O)/C=C/c3ccc(OC)c(OC)c3)c2)nc2ccccc2c1=O
  92	97	100	116	75	76	89	88
34: Cc1cc(=O)oc2cc(OC(=O)CN(C)C)ccc12
  98	101	99	95	88	94	95	117
35: COc1cc(NC(=O)C(C)Sc2nc3ccccc3c(=O)n2CCc2ccc(S(N)(=O)=O)cc2)cc(OC)c1OC (configuration not stated)
  108	106	97	100	92	95	93	112
36: NS(=O)(=O)c1ccc(N2C(=O)c3nccnc3C2=O)cc1
  103	96	112	91	67	97	.	112
37: CCN(CC)CCCCCNc1cc(O)cc2cccnc12
  107	86	118	127	74	113	111	116
38: O=C(O)COc1ccc(F)c(Cl)c1
  105	104	97	111	97	98	97	105
39: O=C1C(=O)C(Cl)=C(Cl)C(Cl)=C1Cl
  106	102	110	108	70	90	102	119
40: O=C1Nc2ccccc2C12Nc1cc(Cl)ccc1S2 (configuration not stated)
  100	95	98	141	70	71	107	121
41: CCOC(=O)c1c(/N=C2\SC(=O)/C(=C\C(=O)OC)N2NC)sc2c1CCN(C(=O)OCC)C2
  102	99	.	121	87	103	110	106
42: CC(C)[C@@H](C)/C=C/[C@@H](C)[C@H]1CCC2=C3CCC4=CC(=O)C=C[C@]4(C)[C@H]3CC[C@@]21C
  99	100	95	88	94	93	88	114
43: COc1ccc(CN2C(=O)CSC2c2cc(OC)c(OC)c(OC)c2)cc1OC (configuration not stated)
  98	103	102	112	103	96	100	130
44: C1=C(c2ccccc2)C(c2ccc(OCCN3CCCCC3)cc2)Oc2ccccc21 (configuration not stated)
  72	55	56	75	57	30	94	20
45: CSc1nc2sc3cc(Cl)c(Cl)cc3n2c(=O)c1C#N
  84	105	99	123	73	83	106	87

Values in the order – ACHN	SN12C	786-0	TK-10	UO-31	CAKI-1	A498	RXF 393
46: Cc1ccc2c3c(cccc13)-c1ccccc1C2=O
  97	.	99	94	75	89	78	105
47: O=c1oc2ccccc2cc1-c1cc(-c2ccc3c(c2)OCO3)no1
  89	106	102	193	.	41	110	.
48: COc1cc(C2C3CCCN3C3(C(=O)Nc4ccccc43)C2C(=O)c2ccc(Br)cc2)cc(OC)c1OC (configuration not stated)
  98	85	101	81	79	76	77	82
49: Cc1nn(-c2ccccc2)c2ncnc(N/N=C/c3ccccc3)c12
  86	81	85	113	75	102	74	91
50: CCCCCCCC/C=C\CCCCCCCCOc1cccc(CC(=O)NCC[N+]2(C)CCCCC2)c1
  95	48	90	77	87	70	.	-2.2*
51: COC1=C[C@]23CCC(=O)N2CCc2cc4c(cc2[C@@H]3[C@@H]1OC(=O)[C@H](C)O)OCO4
  5.8*	58	23	48	26	15	-9.9*	5.6*
52: CC(=O)OC[C@]1(C)C=C2C(=O)[C@](C)(O)C3(CC3)C(C)=C2[C@H]1OC(C)=O
  51	84	88	99	42	84	.	3.7*
53: O=C(Nc1ccc(F)c(Cl)c1)c1n[nH]c(=O)c2ccccc12
  89	98	115	157	106	90	103	-29*
54: CCCCCCCCCCCCOc1ccccc1C=O
  101	94	109	118	65	85	116	110
55: BrCCOc1ccc(Br)cc1
  103	106	100	.	88	98	100	.
56: O=CC(O)C(O)C(O)C(O)CO (configuration not stated)
  108	104	102	103	91	102	76	119
57: Fc1cccc(COc2ccc(Nc3ncnc4sc5c(c34)CCCC5)cc2Cl)c1
  64	87	83	48	56	63	84	85
58: COc1ccc(C(=O)/C=C/c2ccc(C)cc2)cc1OC
  86	76	85	114	-12*	.	81	.
59: CC1(C)CC(=O)c2cc3c(N)c(C(=O)Nc4ccc(Cl)cc4)sc3nc2C1
  117	110	99	95	109	134	76	116
60: N=C1N=C(SCc2nc3ccccc3[nH]2)NC(=O)/C1=C/c1ccc(F)cc1
  103	106	105	134	68	91	109	92

Values in the order – ACHN	SN12C	786-0	TK-10	UO-31	CAKI-1	A498	RXF 393
61: COC(=O)[C@]12C3=CC=C[C@@H]1[C@@]1(C[C@@H](c4ccoc4)OC1=O)[C@@H](C)C[C@@H]2OC3=O
  102	94	101	110	85	94	105	.
62: COc1ccc(C2=NN3C(C2)c2ccccc2OC32C(=O)Nc3ccccc32)cc1 (configuration not stated)
  109	98	102	119	83	90	114	115
63: COc1cc(-c2cc(=O)c3ccccc3n2C)cc(OC)c1OC
  104	95	108	104	87	88	69	106
64: CCCCCCCCCCNCCC(=O)O
  .	101	111	107	83	85	70	111
65: Cc1noc(NS(=O)(=O)c2ccc(Nc3nc(CC(=O)Nc4ccccc4)cs3)cc2)c1C
  98	98	102	121	85	99	109	114
66: COc1cc2oc(-c3cccc(C(=O)Nc4ccccc4)c3)cc(=O)c2c(O)c1OC
  58	75	31	61	60	49	.	57
67: COC(=O)C1=C(C(=O)ON)C2C=CC1(C(Cc1ccccc1)Nc1ccccc1)O2 (configuration not stated)
  -100*	87	93	-64*	17	57	.	92
68: COc1ccc(-c2cc(C(=O)N3CCC(Cc4ccccc4)CC3)nn2-c2ccc(S(C)(=O)=O)cc2)cc1OC
  90	86	89	97	52	71	104	83
69: CCSc1ncnc2nc(SC)[nH]c12
  111	108	104	102	95	86	86	104
70: COc1ccc(OC)c2c(C)c(C)[nH]c12
  99	97	97	123	86	70	104	116
71: NC(=S)N=Nc1ccc(O)c2c(O)ccc(O)c12
  59	91	108	107	76	95	104	132
72: Cc1cccc(N=Nc2cccc(C)c2)c1
  100	97	116	114	87	96	94	115
73: COc1cc(/C=C/C(=O)c2c(C)n([O-])c3cc(C)c(C)cc3[n+]2=O)cc(OC)c1OC
  69	73	23	77	14	.	42	54
74: ClC1(Cl)C2CCCCCCC21 (configuration not stated)
  110	108	95	92	93	98	79	117
75: O=C(Nc1cccc(Cl)c1)OCCCl
  72	86	82	75	71	68	62	107
76: O=C(O)Cc1ccc(SSc2ccc(CC(=O)O)cc2)cc1
  92	95	101	.	67	83	104	.
77: OCc1ccccc1F
  6.5*	85	101	107	85	19	98	77

Screens as filed in PubChem BioAssay.
